Vif imaging = HIV Vif self-association inhibitors, primary screen, imaging, HEK293T, single point | AID 602346, 2012 | 0.35% of 340,000 active | inhibition, % at 7.49 µM | HEK293T cells, Vif self-association by quenched fluorescence, 24 h; in the data active means inhibition above about 50%, passing the limit was not always enough; further: some results filed as inactive read as strong as hits
SRC3 inh = SRC3 coactivator transcriptional activity inhibitors, primary screen, cell-based, luminescence. inhibition, % at 3.6 µM. AID 588352, 2011. Nuclear receptor coactivator 3 (Homo sapiens), Q9Y6Q9. 0.17% of 360,000 active. HEK293 GAL4-SRC3 luciferase reporter;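 active means inhibition above a per-campaign cutoff, the mean of all compounds plus 3 SD, cut at about 60% in these data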;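 further: 0% = DMSO-treated cells and 100% = gossypol-treated cells at 36 µM; higher means less SRC3-driven luciferase light from the GAL4 reporter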
Target sequence (Q9Y6Q9 whole entry, looked up, the tested form may be a part): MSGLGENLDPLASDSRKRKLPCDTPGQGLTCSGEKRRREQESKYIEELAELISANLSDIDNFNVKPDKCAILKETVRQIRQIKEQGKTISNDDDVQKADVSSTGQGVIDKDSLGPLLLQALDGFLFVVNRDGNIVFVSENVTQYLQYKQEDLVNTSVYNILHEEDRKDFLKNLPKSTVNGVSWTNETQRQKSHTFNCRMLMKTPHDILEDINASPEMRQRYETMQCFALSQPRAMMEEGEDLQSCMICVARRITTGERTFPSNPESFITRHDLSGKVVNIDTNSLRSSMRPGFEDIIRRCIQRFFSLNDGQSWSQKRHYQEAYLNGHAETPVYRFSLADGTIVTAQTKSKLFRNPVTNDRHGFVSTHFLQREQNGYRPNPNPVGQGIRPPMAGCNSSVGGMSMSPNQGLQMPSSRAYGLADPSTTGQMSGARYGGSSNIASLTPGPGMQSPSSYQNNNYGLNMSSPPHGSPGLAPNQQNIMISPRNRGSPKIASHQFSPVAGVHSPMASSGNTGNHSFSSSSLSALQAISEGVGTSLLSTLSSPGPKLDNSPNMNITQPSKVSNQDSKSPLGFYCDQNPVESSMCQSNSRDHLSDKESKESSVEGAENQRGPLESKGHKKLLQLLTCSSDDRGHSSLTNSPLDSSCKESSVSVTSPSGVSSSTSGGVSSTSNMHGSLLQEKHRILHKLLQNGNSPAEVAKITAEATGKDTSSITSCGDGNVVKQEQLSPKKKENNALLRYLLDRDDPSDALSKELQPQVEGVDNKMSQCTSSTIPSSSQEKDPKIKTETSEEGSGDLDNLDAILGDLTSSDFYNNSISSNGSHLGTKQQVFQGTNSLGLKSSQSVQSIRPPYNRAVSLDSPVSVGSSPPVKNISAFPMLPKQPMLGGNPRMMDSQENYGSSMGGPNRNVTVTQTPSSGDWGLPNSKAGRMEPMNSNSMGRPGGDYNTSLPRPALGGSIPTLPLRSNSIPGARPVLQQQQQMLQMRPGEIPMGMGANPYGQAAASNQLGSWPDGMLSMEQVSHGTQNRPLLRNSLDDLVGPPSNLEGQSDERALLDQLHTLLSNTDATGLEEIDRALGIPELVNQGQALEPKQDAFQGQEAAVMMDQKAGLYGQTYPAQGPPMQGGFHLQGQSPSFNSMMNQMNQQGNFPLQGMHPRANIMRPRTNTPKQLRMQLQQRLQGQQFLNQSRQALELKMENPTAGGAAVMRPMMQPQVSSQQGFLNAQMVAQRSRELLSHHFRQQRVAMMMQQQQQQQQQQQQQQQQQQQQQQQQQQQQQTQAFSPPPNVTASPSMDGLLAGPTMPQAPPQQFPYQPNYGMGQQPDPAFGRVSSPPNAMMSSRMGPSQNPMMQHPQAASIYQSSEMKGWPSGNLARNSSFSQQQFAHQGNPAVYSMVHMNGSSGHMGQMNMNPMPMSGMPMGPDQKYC
NCOA2 inhibitor = inhibition of GAL4-SRC2 driven luciferase reporter, primary screen, SRC2 inhibitor project, cell-based, luminescence | HEK293 GAL4-SRC2 luciferase reporter | inhibition, % at 9 µM | 0.17% of 370,000 active | AID 651957, 2012;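 active means inhibition above the mean inhibition of all tested compounds plus 3 SD, set per campaign, cut at about 52% in these data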;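 further: 0% = DMSO treated cells and 100% = cells given Gossypol at 36 µM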
NOD2 RIPK2 PPI = NOD2-RIPK2 binding disruptors in cells, primary screen, fluorescence, CHO cells, BLA complementation. CCF4 ratio. Receptor-interacting serine/threonine-protein kinase 2 (Homo sapiens), O43353. 0.38% of 360,000 active. inhibition, % at 4.98 µM; in the data active means inhibition above about 21%;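 further: 0% = vehicle only and 100% = reference blocker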
LMP1 NFkB inh = EBV LMP1-driven NF-kappaB luciferase reporter inhibitors, primary screen, cell-based, luminescence, single point. LMP1-induced NF-kappaB luciferase reporter cells. inhibition, % at 12.5 µM. 0.69% of 350,000 active; in the data active means inhibition above about 41%;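 further: 0% = neutral control wells and 100% = reference inhibitor control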
NCOA1 inh = SRC1 coactivator transcriptional activity inhibitors, primary screen, cell-based, luminescence; Nuclear receptor coactivator 1 (Homo sapiens), Q15788; HEK293 GAL4-SRC1 luciferase reporter; inhibition, % at 3.6 µM; 0.12% of 360,000 active; AID 588354, 2011;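 active means inhibition above the campaign mean plus 3 SD, with each screening campaign given its own cutoff, cut at about 60% in these data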;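 further: 0% = DMSO treated cells and 100% = gossypol at 36 µM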
TLR9-MyD88 block = inhibitors of TLR9-MyD88 association in cells, primary screen, cell-based, CHO, BLA complementation, fluorescence; Toll-like receptor 9 (Homo sapiens) + Myeloid differentiation primary response protein …; 0.21% of 340,000 active; inhibition, % at 4.98 µM; CCF4 FRET ratio;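 active means inhibition above the mean over all tested compounds plus 3 SD, cut at about 21% in these data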;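 further: 0% = DMSO only wells and 100% = clavulanate BLA inhibitor control wells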
NR5A2 inv ag = LRH-1 (NR5A2) inverse agonists, primary screen, cell-based, luminescence, HEK293T, StAR-luciferase reporter; Nuclear receptor subfamily 5 group A member 2 (Homo sapiens), O00482; LRH-1 transfected, 24 h; inhibition, % at 3.6 µM; 0.13% of 360,000 active;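 active means inhibition above the mean inhibition of all tested compounds plus 3 SD, cut at about 73% in these data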;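 further: 0% = DMSO wells and 100% = reporter-only cells lacking LRH-1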
C8 TRAIL sens = viability loss with TRAIL in NB7+C8 cells, primary screen, TRAIL sensitizer project, cell-based, ATPlite luminescence; inhibition (viability loss, TRAIL sensitization), % at 10 µM; 1% of 360,000 active; AID 624354, 2012;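 active means compounds causing at least 50% loss of cell viability in the single-dose screen, relative to plate controls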
TROY NFkB inh = inhibitors of TROY-driven NF-kB signaling, primary screen, Q293 LMP1-TROYcd cells, NF-kB luciferase, uHTS. Q293 LMP1-TROYcd NF-kB luciferase reporter, 4 h. inhibition, % at 10 µM. 0.98% of 360,000 active. AID 1347056, 2019;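 active means compounds whose plate-normalised and pattern-corrected inhibition of the luciferase reporter signal at the single screening dose is 50% or more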
NR2F2 inh = NR2F2 transcriptional activity inhibitors, primary screen, cell-based, luciferase reporter, HEK293T, luminescence; COUP transcription factor 2 (Homo sapiens), P24468; HEK293T NGFI-A luciferase reporter; inhibition, % at 8.6 µM; 0.7% of 370,000 active; AID 686940, 2013;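 active means inhibition above a per-plate cutoff, mean inhibition of test wells between control levels plus 3 SD, cut at about 38% in these data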;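 further: cells cotransfected with COUP-TFII expression vector driving the NGFI-A reporter; 0% = median of COUP-TF2 test wells and 100% = reporter-only cells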
An asterisk follows results filed as active; & = joins results of further samples.

What do the screens show for `COc1ccc(CCNC(=O)C2CCN(Cc3nc(-c4ccccc4C)oc3C)CC2)cc1OC`?
Vif imaging: -18; SRC3 inh: -6; NCOA2 inhibitor: 16; NOD2 RIPK2 PPI: -5; LMP1 NFkB inh: 6; NCOA1 inh: -10; TLR9-MyD88 block: -11; NR5A2 inv ag: 12; C8 TRAIL sens: 17; TROY NFkB inh: -25; NR2F2 inh: 22

Results for Cc1nc(-c2cccc(NC(=O)c3cc4cc(Br)ccc4oc3=O)c2)cs1 ?
Vif imaging: 10; SRC3 inh: -5; NCOA2 inhibitor: -2; NOD2 RIPK2 PPI: 8; LMP1 NFkB inh: 7; NCOA1 inh: -23; TLR9-MyD88 block: -8; NR5A2 inv ag: -19; C8 TRAIL sens: -4; TROY NFkB inh: -65; NR2F2 inh: 1

How did Cc1ccc(OCC(=O)Nc2ccc(C)c(F)c2)c([N+](=O)[O-])n1 do in these assays?
Vif imaging: 1; SRC3 inh: -91; NCOA2 inhibitor: -40; NOD2 RIPK2 PPI: -9; LMP1 NFkB inh: -33; NCOA1 inh: -105; TLR9-MyD88 block: 12; NR5A2 inv ag: -108; C8 TRAIL sens: -10; TROY NFkB inh: -23; NR2F2 inh: -4

Results for O=C(O)C(=O)/C(=C\c1ccc(Cl)cc1)c1ccc2ccccc2n1 ?
Vif imaging: 1; SRC3 inh: -53; NCOA2 inhibitor: -28; NOD2 RIPK2 PPI: -1; LMP1 NFkB inh: -41; NCOA1 inh: -52; TLR9-MyD88 block: 4; NR5A2 inv ag: -84; C8 TRAIL sens: 7; TROY NFkB inh: 53*; NR2F2 inh: -28

How did CCOc1nc(NC2CCCC2)nc(N2CCC(C)CC2)n1 do in these assays?
Vif imaging: -6; SRC3 inh: 8; NCOA2 inhibitor: 6; NOD2 RIPK2 PPI: -10; LMP1 NFkB inh: -17; NCOA1 inh: 18; TLR9-MyD88 block: 8; NR5A2 inv ag: 7; C8 TRAIL sens: -1; TROY NFkB inh: 0; NR2F2 inh: -6

What do the screens show for `Cc1cc(=O)[nH]c(NN=Cc2cc(Br)ccc2O)n1`?
Vif imaging: -6; SRC3 inh: 51; NCOA2 inhibitor: 33; NOD2 RIPK2 PPI: -2; LMP1 NFkB inh: 56*; NCOA1 inh: 25; TLR9-MyD88 block: 4; NR5A2 inv ag: 4; C8 TRAIL sens: -2; TROY NFkB inh: -24; NR2F2 inh: 16

How did COc1ccc(NC(=O)Nc2ccc(OC)c(OC)c2)c([N+](=O)[O-])c1 do in these assays?
Vif imaging: 3; SRC3 inh: 5; NCOA2 inhibitor: 8; NOD2 RIPK2 PPI: 3; LMP1 NFkB inh: 7; NCOA1 inh: -8; TLR9-MyD88 block: -11; NR5A2 inv ag: 6; C8 TRAIL sens: 3; TROY NFkB inh: 3; NR2F2 inh: 9

Results for CC(Sc1nnc(-c2cccnc2)o1)C(=O)NC1CCCCC1 (stereo not drawn) ?
Vif imaging: 0; SRC3 inh: 14; NCOA2 inhibitor: 5; NOD2 RIPK2 PPI: 2; LMP1 NFkB inh: -2; NCOA1 inh: -18; TLR9-MyD88 block: -1; NR5A2 inv ag: -13; C8 TRAIL sens: -11; TROY NFkB inh: 10; NR2F2 inh: 10

Results for Cc1cc2c(cc1[N+](=O)[O-])NC(CNC(C)C)CC2 (stereo not drawn) ?
Vif imaging: 3; SRC3 inh: 3; NCOA2 inhibitor: -31; NOD2 RIPK2 PPI: -1; LMP1 NFkB inh: -13; NCOA1 inh: 20; TLR9-MyD88 block: -7; NR5A2 inv ag: -5; C8 TRAIL sens: 7; TROY NFkB inh: 2; NR2F2 inh: 0

Results for COC(=O)c1ccccc1NC(=O)CN1CCN(C23CC4CC(CC(C4)C2)C3)CC1 ?
Vif imaging: 12; SRC3 inh: 24; NCOA2 inhibitor: -17; NOD2 RIPK2 PPI: 11; LMP1 NFkB inh: 6; NCOA1 inh: 6; TLR9-MyD88 block: -1; NR5A2 inv ag: -22; C8 TRAIL sens: 10; TROY NFkB inh: -7; NR2F2 inh: 1

What do the screens show for `CCOC(=O)C1=C(O)/C(=C/N(C)C)N=C1C`?
SRC3 inh: -14; NCOA2 inhibitor: -37; NOD2 RIPK2 PPI: -9; LMP1 NFkB inh: -1; NCOA1 inh: 6; TLR9-MyD88 block: -5; NR5A2 inv ag: 18; C8 TRAIL sens: -9; TROY NFkB inh: 5; NR2F2 inh: -6

Results for COC(=O)c1ccc(-n2cnc(Cl)n2)c(F)c1 ?
Vif imaging: 7; SRC3 inh: 5; NCOA2 inhibitor: 1; NOD2 RIPK2 PPI: 8; LMP1 NFkB inh: -6; NCOA1 inh: 6; TLR9-MyD88 block: 2; NR5A2 inv ag: 4; C8 TRAIL sens: 5; TROY NFkB inh: 4; NR2F2 inh: -1

Results for CC(=O)c1ccc(OCc2cn(CC(=O)c3ccc(O)cc3)nn2)c(C)c1 ?
Vif imaging: 2; SRC3 inh: 0; NCOA2 inhibitor: -1; NOD2 RIPK2 PPI: 2; LMP1 NFkB inh: -3; NCOA1 inh: -4; TLR9-MyD88 block: 10; NR5A2 inv ag: 6; C8 TRAIL sens: 17; TROY NFkB inh: -8; NR2F2 inh: -17

Results for CC1CCN(CCc2nc3cc(NC(=O)NC4CCCCC4)ccc3n2C)CC1 ?
Vif imaging: 10; SRC3 inh: 6; NCOA2 inhibitor: 0; NOD2 RIPK2 PPI: -7; LMP1 NFkB inh: 14; NCOA1 inh: -35; TLR9-MyD88 block: 2; NR5A2 inv ag: -29; C8 TRAIL sens: -1; TROY NFkB inh: -19; NR2F2 inh: -35

Results for CC(C)Oc1ccc(S(=O)(=O)N(C(C)C)C(C)C)cn1 ?
Vif imaging: 11; SRC3 inh: 21; NCOA2 inhibitor: -17; NOD2 RIPK2 PPI: -11; LMP1 NFkB inh: -6; NCOA1 inh: -9; TLR9-MyD88 block: 3; NR5A2 inv ag: 19; C8 TRAIL sens: 5; TROY NFkB inh: -5; NR2F2 inh: -1

What do the screens show for `CCSc1nnc(NC(=O)c2ccc(Br)s2)s1`?
Vif imaging: -1; SRC3 inh: 2; NCOA2 inhibitor: 3; NOD2 RIPK2 PPI: 9; LMP1 NFkB inh: -7; NCOA1 inh: 2; TLR9-MyD88 block: -2; NR5A2 inv ag: -6; C8 TRAIL sens: 8; TROY NFkB inh: -38; NR2F2 inh: 5

Results for CCOc1ccc(CNC2CCCc3ccccc32)cc1 (stereo not drawn) ?
Vif imaging: 6; SRC3 inh: -8; NCOA2 inhibitor: 13; NOD2 RIPK2 PPI: -2; LMP1 NFkB inh: -2; NCOA1 inh: 5; TLR9-MyD88 block: -6; NR5A2 inv ag: -1; C8 TRAIL sens: 2; TROY NFkB inh: 2; NR2F2 inh: 1

How did CCc1ccc(NCc2cc3c(C)nn(-c4ccccc4)c3[nH]c2=O)cc1 do in these assays?
Vif imaging: -9; SRC3 inh: -15; NCOA2 inhibitor: 2; NOD2 RIPK2 PPI: -13; LMP1 NFkB inh: -15; NCOA1 inh: -27; TLR9-MyD88 block: -4; NR5A2 inv ag: 17; C8 TRAIL sens: -14; TROY NFkB inh: 20; NR2F2 inh: -3

What do the screens show for `Clc1ccc(-c2ccnc(-n3cccc3)n2)s1`?
Vif imaging: 2; SRC3 inh: -5; NCOA2 inhibitor: -5; NOD2 RIPK2 PPI: -7; LMP1 NFkB inh: -10; NCOA1 inh: -122; TLR9-MyD88 block: -10; NR5A2 inv ag: -6; C8 TRAIL sens: -13; TROY NFkB inh: 10; NR2F2 inh: 8

Results for Cc1nc(-c2ccc(Cl)cc2)sc1C1(C)CC(c2ccncc2)=NO1 (stereo not drawn) ?
Vif imaging: -3; SRC3 inh: -9; NCOA2 inhibitor: 10; NOD2 RIPK2 PPI: -4; LMP1 NFkB inh: 2; NCOA1 inh: -14; TLR9-MyD88 block: -4; NR5A2 inv ag: -33; C8 TRAIL sens: -4; TROY NFkB inh: -34; NR2F2 inh: -1

What do the screens show for `CCc1nc2ccc(C(=O)N3CCN(c4cccc(Cl)c4)CC3)cc2nc1CC`?
Vif imaging: -8; SRC3 inh: 15; NCOA2 inhibitor: -8; NOD2 RIPK2 PPI: 7; LMP1 NFkB inh: 11; NCOA1 inh: -2; TLR9-MyD88 block: 0; NR5A2 inv ag: -14; C8 TRAIL sens: 1; TROY NFkB inh: 13; NR2F2 inh: -5

How did CC(OC(=O)c1ccc(-n2cnnn2)cc1)C(=O)Nc1ccccc1F (stereo not drawn) do in these assays?
Vif imaging: 5; SRC3 inh: 2; NCOA2 inhibitor: 21; NOD2 RIPK2 PPI: 6; LMP1 NFkB inh: 1; NCOA1 inh: -2; TLR9-MyD88 block: 3; NR5A2 inv ag: 9; C8 TRAIL sens: 4; TROY NFkB inh: 6; NR2F2 inh: -4

How did CC1(C)S[C@@H]2[C@H](NC(=O)[C@H](N)c3ccccc3)C(=O)N2[C@H]1C(=O)O do in these assays?
Vif imaging: -8&-2; SRC3 inh: -14&1; NCOA2 inhibitor: -25&-16; NOD2 RIPK2 PPI: -6&-3; LMP1 NFkB inh: 7&11; NCOA1 inh: 2&-11; TLR9-MyD88 block: 8&-9; NR5A2 inv ag: 15&-8; C8 TRAIL sens: -1&-3; TROY NFkB inh: 0&10; NR2F2 inh: -4&-6

Results for CC1SCC(NC(=O)c2ccc(Cl)cc2)CS1 (stereo not drawn) ?
Vif imaging: 9; SRC3 inh: -23; NCOA2 inhibitor: -18; NOD2 RIPK2 PPI: -1; LMP1 NFkB inh: -16; NCOA1 inh: -48; TLR9-MyD88 block: -4; NR5A2 inv ag: -50; C8 TRAIL sens: -4; TROY NFkB inh: -42; NR2F2 inh: -3

Results for CCOc1cc(/C=N/NC(=O)C(OC)c2ccccc2)ccc1O (stereo not drawn) ?
Vif imaging: 14; SRC3 inh: 3; NCOA2 inhibitor: -15; NOD2 RIPK2 PPI: 4; LMP1 NFkB inh: 3; NCOA1 inh: -7; TLR9-MyD88 block: -5; NR5A2 inv ag: 9; C8 TRAIL sens: -7; TROY NFkB inh: 2; NR2F2 inh: 10

What do the screens show for `C1=C(c2ccccc2)Nc2nnnn2C1c1cccs1` (stereo not drawn)?
Vif imaging: 5; SRC3 inh: -22; NCOA2 inhibitor: -10; NOD2 RIPK2 PPI: -8; LMP1 NFkB inh: -4; NCOA1 inh: -9; TLR9-MyD88 block: 3; NR5A2 inv ag: -10; C8 TRAIL sens: 17; TROY NFkB inh: 18; NR2F2 inh: -6

From PubChem BioAssay

Only part of the results is shown; the hit share may differ from the screen's.
